Bioassay records (PubChem)
DT40 TDP1 no CPT: qHTS for Inhibitors of human tyrosyl-DNA phosphodiesterase 1 (TDP1): qHTS in cells in absence of CPT; DT40 Tdp1-/- hTDP1 cells, no CPT, ATP luminescence, 48 h; Potency, µM (titrated, usually from 46.2 µM), for the others: at the top dose activity change, negative = growth inhibition, actives largely listed as inhibitors; 420,000 tested, 15% active; AID 686978, 2013; note: nearly all actives have a fitted effect of over 55% in size
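Chicken DT40 Tdp1-/- cells complemented with human TDP1, screened without camptothecin (DMSO vehicle only), 400 cells/well. Compounds pin-transferred, cells incubated at 37 °C for at least 48 hr. Growth read as ATP-dependent luminescence (CellTiter-Glo, 30 min at RT).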
DT40 TDP1 CPT: DT40-hTDP1 cell growth loss with CPT; chicken DT40 Tdp1-/-;hTDP1 cells + 20 nM CPT, ATP luminescence, 48 h; Potency, µM (top dose mostly 46.2 µM), for the others: top-dose activity change, negative = growth inhibition, most hits filed as inhibitors; 420,000 tested, 12% active; AID 686979; note: nearly all actives have a fitted effect of over 55% in size
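Chicken DT40 Tdp1-/- cells stably complemented with human TDP1 were seeded at 400 cells/well in medium containing 20 nM camptothecin, exposed to pin-transferred compounds, and grown at 37 °C for at least 48 hr. Viability was read as ATP luminescence.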
TDP1 block: inhibitors of human tyrosyl-DNA phosphodiesterase TDP1; 350,000 tested, 0.28% active; recombinant TDP1, AlphaScreen DNA substrate cleavage; Q9NUW8; Potency, µM (top dose mostly 130 µM), without a hit: top-dose activity change, negative = inhibition, hits mostly inhibitors; note: nearly all actives have a fitted effect of over 40% in size
Target sequence (Q9NUW8 whole entry, looked up): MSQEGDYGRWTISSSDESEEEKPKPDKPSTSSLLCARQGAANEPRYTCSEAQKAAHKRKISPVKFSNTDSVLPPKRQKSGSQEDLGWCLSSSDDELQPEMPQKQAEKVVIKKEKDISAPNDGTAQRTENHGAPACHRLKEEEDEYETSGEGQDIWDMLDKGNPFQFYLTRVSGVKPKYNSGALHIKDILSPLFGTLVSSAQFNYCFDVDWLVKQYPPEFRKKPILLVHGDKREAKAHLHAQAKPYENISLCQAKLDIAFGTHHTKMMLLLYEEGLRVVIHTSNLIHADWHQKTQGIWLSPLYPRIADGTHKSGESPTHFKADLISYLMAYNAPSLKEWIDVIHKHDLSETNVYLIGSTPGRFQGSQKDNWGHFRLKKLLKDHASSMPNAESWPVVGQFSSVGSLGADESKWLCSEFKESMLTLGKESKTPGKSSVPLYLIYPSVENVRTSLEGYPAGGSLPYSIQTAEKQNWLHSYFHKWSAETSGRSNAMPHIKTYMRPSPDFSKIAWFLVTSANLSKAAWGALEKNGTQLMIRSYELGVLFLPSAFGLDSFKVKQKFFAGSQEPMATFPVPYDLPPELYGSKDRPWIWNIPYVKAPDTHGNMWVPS
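E. coli-derived human Tdp1, 1 nM final. Cpd preinc 15 min RT; substrate 15 nM final, 5 min RT; AS bead mix 10 ug/ml final, 10 min RT. Signal loss = tyrosine-FITC cleavage. No-enzyme wells = max signal.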
Starred values were filed as active, the others as inactive; ? = inconclusive; · = not tested or not shown; & = joins results of further samples; [ ] = another dose, or the depositor's remark. Calls come from the whole dose curve; as a rule, active = well fitted curve in the direction sought with a large enough effect; inconclusive = small, poorly fitted or top-dose-only effect, or another doubt; inactive = no such curve, though single readings can be large; an effect the other way counts as inactive or inconclusive. % is set by controls: 0 for no effect and ±100 for the full control effect; potency is the fitted concentration of half-maximal effect.

Compound	DT40 TDP1 no CPT	DT40 TDP1 CPT	TDP1 block
CCOc1ccc(OCC)c(NS(=O)(=O)c2cn(C)cn2)c1	18%	6%	5%
Cc1nnc(SCC(=O)Nc2nc3c(s2)CC(C)CC3)s1 (stereo not given)	10µM*	?	4%
C[C@H](CO)N1C[C@H](C)[C@@H](CN(C)C(=O)Nc2ccccc2F)OCc2cnnn2CCCC1=O	14%	8%	·
COc1ccc(OCC(=O)NCCCn2ccnc2)cc1	-2%	12%	·
Cc1c(C(=O)Nc2ccccc2Br)oc2ccc(S(=O)(=O)N3CCOCC3)cc12	1%	-13%	10%
O=c1c2ccccc2nc(COc2ccccc2)n1/N=C/c1cc([N+](=O)[O-])ccc1O	13µM*	6.5µM*	-1%
O=S(=O)(c1ccc(-c2ccon2)s1)N1CCN(CCN2CCOCC2)CC1	-16%	2%	·
O=C(/C=C/c1ccco1)Nc1ccc(CN2CCOCC2)cc1	-3%	-8%	-8%
COc1cc2oc(-c3ccccc3)cc(=O)c2cc1O	0%	3%	0%[56.1 µM]
Cc1ccc(C)c(C(=O)c2c(N)c(-c3nc(-c4ccc5c(c4)OCO5)cs3)c3ccccn23)c1	?	?	-3%
CC(C)(C)C(=O)Nc1nc(-c2ccc3c(c2)OCO3)cs1	?	-17%	1%
CCCCNC(=O)C1(C)CCC(=O)N1CC(F)(F)F (stereo not given)	13%	-1%	·
CC(C)(C)N(Cc1ccccc1)C(=O)CSc1ncn[nH]1	-20%	?	·
N#Cc1c(N)n(CCOC(=O)c2ccc(Cl)cc2)c2nc3ccccc3nc12	?	?	7%
CC1(C)Cc2c(sc3nnn(Cc4ccc(Cl)cc4)c(=O)c23)CO1	13µM*	?	0%
Cc1cc(NC(=O)/C=C/c2ccccc2)no1	-15%	-25%	2%
CC(=O)Oc1ccccc1C(=O)N(C1CCCCC1)C1CCCCC1	13µM*	23µM*	·
COc1ccc(-c2nc3c(-c4ccccc4)cnn3cc2C)cc1F	-14%	-2%	0%
COc1ccc2c(c1)c(CC(=O)OCC(=O)N(C)C)c(C)n2C(=O)c1ccc(Cl)cc1	-14%	7%	·
O=C1C(O)CC2c3ccccc3CC3(CCCC3)N12 (stereo not given)	-20%	?	1%
CC/C(C)=N\NC(=O)CNC(=O)c1ccc(Cl)cc1Cl	-9%	0%	-5%
C=CCCC(=O)N1C[C@H]2CON(C)[C@H]2C[C@H]1c1ccc(N2CCCCC2)cc1	-15%	-9%	·
COc1ccc(OC)c(NC(=O)c2ccc(-n3cccn3)nc2)c1	?	?	9%
CCN(CC)c1ccc(S(=O)(=O)N2CCOCC2)cc1NC(=O)Cn1nc(C)c([N+](=O)[O-])c1C	?	?	2%
CCNC(=O)COc1ccc(CC)cc1	-19%	-4%	1%
O=C(CNS(=O)(=O)c1ccccc1)NCc1cccnc1	4%	-22%	3%
O=S(=O)(NCc1nc2cccnc2n1Cc1ccccc1Cl)c1ccc2c(c1)CCCC2	16µM*	?	5%
COc1cccc(Cn2c(=O)n(-c3ccc(C)c(F)c3)c(=O)c3sc4ccccc4c32)c1	?	?	6%
O=C(COC(=O)c1cnccn1)Nc1ccc(Cl)cc1	-2%	-4%	5%
O=C(/C=C/c1ccco1)Nc1ccc(Cl)c(-c2nc3cc(Cl)ccc3o2)c1	26µM*	?	-6%[12.3 µM]
O=C(Nc1ccc(CN2CCCCC2)cc1)c1c(F)c(F)c(F)c(F)c1F	-25%	2%	-5%
O=C1N[C@@H](Cc2ccccc2)[C@@H](c2ccco2)O1	4%	-4%	·
COc1ccc(N2C(=O)CC(SC(C)C)C2=O)cc1 (stereo not given)	9%	-6%	-1%
Cc1ccc(CSCC(Nc2ccc(C(=O)O)cc2[N+](=O)[O-])C(=O)O)cc1 (stereo not given)	10%	8%	0%
COc1cccc(N=Nc2c(N)[nH]n3c(=O)c4c(nc23)CCCC4)c1	?	?	7%
COc1ccc(C(=O)CN2C(=O)c3ccccc3C2=O)cc1	6%	13%	-1%
COCCNC(=O)COc1ncnc2ccc(Br)cc12	-6%	6%	5%
COC(=O)C1CN(C(=O)COc2ccccc2C)c2ccccc2O1 (stereo not given)	30%[activator]	5%	·
Oc1cccc(-n2nnnc2SCc2ccccc2F)c1	-1%	-16%	·
COc1cccc(OCCNC(=O)CSc2ccc(C(F)(F)F)cc2[N+](=O)[O-])c1	15µM*	15µM*	0%

The final 2 entries of the section before lead into the next:
Compound	DT40 TDP1 no CPT	DT40 TDP1 CPT	TDP1 block
Oc1cccc(-n2nnnc2SCc2ccccc2F)c1	-1%	-16%	·
COc1cccc(OCCNC(=O)CSc2ccc(C(F)(F)F)cc2[N+](=O)[O-])c1	15µM*	15µM*	0%
COc1cccc(C(=O)Nc2nnc(-c3cccs3)o2)c1	?	16µM*	10%
CC(C)C[C@H]1CNC(=O)C(=O)N1C[C@H]1CCCN1C[C@H](CC(C)C)N1C[C@H](Cc2ccccc2)N(CC2CCCCC2)C(=O)C1=O	3%	-2%	·
Cc1c(C(=O)NNC(=O)c2ccccc2O)oc2ccc(Br)cc12	?	21µM*	·
CC1=CC(=O)C(C(C)=Nc2cccc(Cl)c2)C(=O)O1 (stereo not given)	-8%	9%	·
CC1(C(=O)NCc2cccc3ccccc23)CCN1Cc1cc2ccccc2o1 (stereo not given)	?	?	·
CC(C)(C)CNC(CO)C12CC3CC(CC(C3)C1)C2 (stereo not given)	-14%	-5%	2%
CC1CCN(CC(=O)NC(=O)NCc2ccccc2)CC1	-1%	-22%	3%
CC1CCCCC1NC(=O)c1nn(C)c(=O)c2ccccc12 (stereo not given)	-2%	-30%	0%
COc1ccc(CNC(=O)C(=O)c2cn(CC(=O)N3CCCC3)c3ccccc23)cc1	-9%	-5%	-8%
Cc1n[nH]c(C)c1S(=O)(=O)N(CC(=O)Nc1ccc(C(F)(F)F)cc1)c1ccc(C(C)C)cc1	?	15µM*	-2%
Cn1c(=O)c2c(nc(NCCOc3ccc(F)cc3)n2C)n(C)c1=O	?	?	9%
Cc1oc(-c2cc3c(cc2Cl)OCO3)nc1CN1CCCC1c1ccc(F)cc1 (stereo not given)	?	0%	4%
COc1ccc(NC(=O)C2Cc3ccccc3CN2S(=O)(=O)c2ccccc2)cc1OC (stereo not given)	?	?	3%
Cc1nc(NC(=O)c2ccccc2)sc1-c1csc(Nc2ccc(C(=O)O)cc2)n1	12µM*	21µM*	3%
Cn1cccc1C(=O)Nc1ccc(Cl)c(S(=O)(=O)N2CCCCC2)c1	?	?	4%
COc1cccc(CN2CCCC(C(=O)c3ccc4c(c3)OCO4)C2)c1OC (stereo not given)	?	?	3%
CCN(CC)S(=O)(=O)c1ccc(N2CCc3cc(OC)c(OC)cc3C2)nc1	?	18µM*	1%
O=C(/C=C/c1ccccc1)NCCc1c[nH]c2ccccc12	-2%	-4%	·
COC(=O)C1=C(c2ccccc2)c2ccccc2S(=O)(=O)N1CC(=O)Nc1ccccc1C(F)(F)F	-26%	-28%	1%
O=[N+]([O-])c1ccc2c(c1)/C(=N\O)c1ccccc1-2	?	?	·

Profiles as entered above. Screens in order: DT40 TDP1 no CPT | DT40 TDP1 CPT | TDP1 block
Results for CC(C)C[C@H]1CNC(=O)C(=O)N1C[C@H]1CCCN1C[C@H](CC(C)C)N1C[C@H](Cc2ccccc2)N(CC2CCCCC2)C(=O)C1=O : 3% | -2% | ·
Results for CC1CCN(CC(=O)NC(=O)NCc2ccccc2)CC1 : -1% | -22% | 3%
Results for CC1=CC(=O)C(C(C)=Nc2cccc(Cl)c2)C(=O)O1 (stereo not given) : -8% | 9% | ·
Results for Cc1nc(NC(=O)c2ccccc2)sc1-c1csc(Nc2ccc(C(=O)O)cc2)n1 : 12µM* | 21µM* | 3%
Results for COc1ccc(NC(=O)C2Cc3ccccc3CN2S(=O)(=O)c2ccccc2)cc1OC (stereo not given) : ? | ? | 3%

Look-ups from the entries so far.
Reading for Cc1nc(NC(=O)c2ccccc2)sc1-c1csc(Nc2ccc(C(=O)O)cc2)n1 under DT40 TDP1 no CPT: 12µM*
Reading for CC(C)C[C@H]1CNC(=O)C(=O)N1C[C@H]1CCCN1C[C@H](CC(C)C)N1C[C@H](Cc2ccccc2)N(CC2CCCCC2)C(=O)C1=O under DT40 TDP1 no CPT: 3%

Following part:
Compound	DT40 TDP1 no CPT	DT40 TDP1 CPT	TDP1 block
CCc1cc2c(cc3c(=O)n(CC(=O)N4CCN(c5cccc(C)c5C)CC4)nc(CC)n32)s1	-24%	0%	0%
Cc1ccccc1CCNC(=O)CCn1ccc2cc(S(=O)(=O)N3CCCC3)ccc21	?	?	0%
NC1=NC(=O)/C(=C/c2ccccc2OS(=O)(=O)c2ccc3ccccc3c2)S1	19%	-3%	1%
O=C(NC1CCN(S(=O)(=O)c2ccccc2C(F)(F)F)CC1)c1ccco1	-12%	-5%	·
COc1cccc(NC(=O)CC(C)S(=O)(=O)c2ccc3c(c2)NC(=O)CO3)c1 (stereo not given)	?	-12%	6%
Cc1ccc(OCCNC(=O)c2ccc(C)o2)cc1	3%	-3%	2%
Cc1oc2c(C)c3oc(=O)c(CCC(=O)NCCCCCC(=O)O)c(C)c3cc2c1C	11%	3%	·
COc1cc2c(cc1[N+](=O)[O-])-c1ccc([N+](=O)[O-])cc1C2=NNC(N)=S	7.3µM*	?	·
COc1ccc(-c2cc3ccccc3[nH]2)cc1	-1%	-2%	5%
O=c1c(Cc2ccc(Cl)cc2Cl)c(O)ccn1CC(F)(F)F	5%	-8%	·
COc1ccc(N/C(N)=N/c2nc(C)cc(=O)[nH]2)cc1	-3%	-10%	·
CC(C)C[C@@H](CO)N1CCN(Cc2cccnc2)CCC1=O	11%&3%	?	·
N[C@H](C(=O)O)[C@@H]1[C@@H](C(=O)O)C1(F)F	-19%&-2%	-7%&-6%	-12%
CN(C)CCCN(C(=O)c1ccc2c(c1)CCCC2)c1nc2c(F)cccc2s1	23µM*	21µM*	0%
CCOC(=O)C1CCN(C(=O)c2cc3c(-c4ccc(OC)c(OC)c4)nn(C)c3s2)CC1	21µM*	16µM*	0%
COc1ccccc1C(=O)NC(=O)COC(=O)c1ccc(Br)o1	-5%	-1%	0%
COc1ccc(CN2CCNC(=O)C2CC(=O)N(C)C2CCCCC2)cc1OC (stereo not given)	11%	4%	·
CCC(Sc1nc2nccnc2c(=O)n1Cc1ccc(C)cc1)C(=O)NC1CCCCC1 (stereo not given)	?	?	-3%
O=C(O)c1nc(NCc2ccccc2)ncc1Cl	7%	5%	·
COc1ccc(CNCCC(c2ccc(OC(C)C)cc2)c2ccccc2OC)cc1 (stereo not given)	12µM*	13µM*	·
CCOC(=O)N1CCC(NC(=O)c2c(C)nn(-c3cccc(C)c3)c2-n2cccc2)CC1	18µM*	21µM*	11%
Cc1ccc(Cl)c2sc(N3CCN(C(=O)c4ccco4)CC3)nc12	16µM*	?	4%
O=C(COc1ccc(Cl)cc1)N1CCCC1	-3%	6%	0%
Cc1ccc(CN2CCC(CNC(=O)Nc3ccc(Cl)cc3)C2)cc1 (stereo not given)	?	?	5%
Cc1ccc(C)c(NC(=O)CN(C)C(=O)c2ccc(S(=O)(=O)N3CCCCCC3)cc2)c1	-2%	-33%	0%
O=C(COc1cc(Cl)c(Cl)cc1Cl)Nc1ccc([N+](=O)[O-])cc1Cl	?	?	4%
COc1ccccc1CNC(=O)c1cccc(NC(=O)N2CCSc3ncccc32)c1	?	?	6%
O=S(=O)(Nc1nc2ccccc2nc1Nc1ccc(N2CCOCC2)cc1)c1cc(Cl)ccc1Cl	13µM*	?	5%
CN1CCN(S(=O)(=O)c2ccc([N+](=O)[O-])cc2)CC1	18%	-5%	·
COc1ccc(N2CCN(C(=O)c3sc4nc5n(c(=O)c4c3C)CCC5)CC2)cc1	23µM*	?	0%
O=[N+]([O-])c1cccc(S(=O)(=O)N2CCN(c3nc(-c4cccs4)nc4ccccc34)CC2)c1	-19%	3%	2%
Cc1ncc(CN2CCCCC2C(=O)Nc2ccc(Oc3ccccc3)nc2)cn1 (stereo not given)	-15%	6%	2%
COc1ccc(Br)cc1CNC(=O)C1COc2ccccc2C1 (stereo not given)	-29%	-21%	3%
COc1ccc(-c2cc(C(F)F)n3ncc(C(=O)Nc4cc(OC)ccc4OC)c3n2)cc1	?	-23%	2%
O=S(=O)(Nc1ccccc1-c1ccccc1)c1ccccc1	?	?	·
O=C(CCS(=O)(=O)c1ccc2c(c1)NC(=O)CO2)NCc1ccccc1	26%	-4%	1%
CCC(=O)Nc1c2c(nn1-c1ccc(F)cc1)CS(=O)C2 (stereo not given)	0%	14%	5%
